Rin1-Abl PPI inh: inhibitors of Rin1-Abl protein binding, primary screen, biochemical, TR-FRET; Tyrosine-protein kinase ABL1 (Homo sapiens) + Ras and Rab interactor 1 (Homo sapiens), …; inhibition, % at 7.35 µM; hit rate 0.4% among 360,000; in the data active means inhibition above about 5%, passing the limit was not always enough
FAS-TE inh: FAS thioesterase domain inhibitors, primary screen, biochemical, fluorescence intensity, uHTS; inhibition, % at 15 µM; recombinant FAS-TE, OMFH fluorogenic substrate, fluorescence endpoint; hit rate 0.67% among 360,000; Fatty acid synthase (Homo sapiens), P49327;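 active means compounds whose normalised, plate-corrected inhibition of enzyme fluorescence in the single-dose primary screen is 50% or more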;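 further: 0% = DMSO with enzyme and 100% = substrate without enzyme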
MsrA inhibitor: bovine MsrA enzyme inhibitors, primary screen, biochemical, absorbance, HTS | Methionine sulfoxide reductase A (Bos taurus) | purified bovine MsrA, absorbance read-out | inhibition, % at 15.5 µM | hit rate 0.75% among 360,000 | AID 651718, 2012; in the data active means inhibition above about 4.5%;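 further: 0% = vehicle wells with enzyme and 100% = reference inhibitor wells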
SKN-1 inh: suppressors of acrylamide-induced Pgst-4::GFP reporter in worms, primary screen, SKN-1 inhibitor project, whole organism, uHTS, GFP/RFP fluorescence ratio, strain VP596; hit rate 0.49% among 360,000; inhibition, % at 21.8 µM; AID 624304, 2012; C. elegans VP596 Pgst-4::GFP/RFP ratio, 24 h;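 active means interference check ratio from 0.5 to 1.5 plus GFP to RFP signal ratio inhibition reaching or exceeding a fixed threshold, cut at about 30% in these data, passing the limit was not always enough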; further: some compounds called inactive have numbers as strong as hits
E coli Lon inh: inhibitors of E. coli Lon protease, primary screen, biochemical, fluorescence polarization | P0A9M0 | purified E. coli Lon protease | inhibition, % at 7.94 µM | hit rate 0.42% among 360,000; in the data active means inhibition above about 13%, passing the limit was not always enough;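 further: 0% = enzyme with probe and DMSO and 100% = no enzyme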
MT1-MMP act inh: blockers of MT1-MMP proenzyme processing, primary screen, HT1080 RFP-PRO-GFP cells, GFP/RFP fluorescence; hit rate 0.061% among 360,000; GFP/RFP ratio change, % at 20 µM; AID 651647, 2012; GFP/RFP ratio fluorescence, overnight; percent of plate control window, DMSO zero;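 active means GFP/RFP ratio change of at least 30% with cell ATP level not reduced by more than half and red fluorescence within 50% of control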; further: strong numbers were not always called active
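system = RFP-PRO-GFP reporter HT1080 cells | dosing = 20 µM single dose, 1% DMSO | timing = overnight cell settling, then overnight compound exposure, 37 °C, 5% CO2 | read-out basis = GFP/RFP fluorescence ratio | controls = DMSO and RFP-L50D-GFP cell wells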
CendR NRP1 mod: modulators of CendR peptide binding to NRP-1, primary screen, biochemical, fluorescence polarization, uHTS; hit rate 0.85% among 360,000; Neuropilin-1 (Homo sapiens), O14786; AID 602438, 2012; FAM-RPARPAR peptide binding to NRP-1; inhibition, % at 25 µM;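 active means inhibition or corrected inhibition above about 18%, plus a signal ratio from 0.5 to 1.5, limit read from the data, passing the limit was not always enough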; further: strong numbers were not always called active
MsrA act: bovine MsrA enzyme activators, primary screen, biochemical, absorbance, HTS; Methionine sulfoxide reductase A (Bos taurus); purified bovine MsrA, absorbance read-out; activation, % at 10.6 µM; hit rate 0.3% among 360,000; AID 602163, 2012; in the data active means activation above about 7.5%;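 further: 0% = vehicle and 100% = reference activator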
Neddyl block: inhibitors of cullin neddylation, primary screen, biochemical, TR-FRET, uHTS, NAE and Ubc12; hit rate 0.58% among 360,000; calls only at 25 µM; NEDD8-conjugating enzyme Ubc12 (Homo sapiens) + NEDD8-activating enzyme E1 regulatory …; in the data active means inhibition above about 36%
Active calls of the source: *; i = inactive; / = not tested or not shown.

SMILES	Rin1-Abl PPI inh	FAS-TE inh	MsrA inhibitor	SKN-1 inh	E coli Lon inh	MT1-MMP act inh	CendR NRP1 mod	MsrA act	Neddyl block
C[C@H]1CN([C@@H](C)CO)C(=O)c2cccc(NC(=O)C3CC3)c2O[C@H]1CN(C)S(=O)(=O)c1ccccc1	2	-7	-0.5	20	2	-2	3	-2	i
CN(C)c1nc(N)c(C(=O)N=C(N)N)nc1Cl	-7	-6	2.4	-15	0	1	6	-2	i
CC1(C)NC(C(=O)O)Cc2c1[nH]c1ccccc21 (stereo not drawn)	2	-5	0.0	12	-4	13	14	-4	i
Cc1nn2c(-c3ccncc3)nnc2c2ccccc12	-2	-2	-0.4	8	-9	-6	11	-6	i
O=C(CNC(=O)N1CC(=O)Nc2ccccc21)Nc1ccc(Br)cc1F	-2	-12	-0.3	14	-12	0	-3	3	i
CCCCC(=O)Nc1ccc(C(=O)NNC(=O)c2ccccc2Br)cc1	2	-6	/	3	-4	3	12	-8	i
O=C(Cc1ccccc1Cl)NNC(=O)Nc1ccccc1	-3	-11	-0.8	3	-1	-6	0	-3	i
O=c1[nH]c(O)c(/C=C2\C=Nc3ccc(Br)cc32)[nH]1	-2	-4	2.9	15	-155	-1	2	-2	i
CCOC(=O)c1ccc(NNC(C)=O)c([N+](=O)[O-])c1	-4	-9	-0.4	10	-12	0	-4	-6	i
COC(=O)[C@@]12C[C@@H](CC(=O)NCc3ccccc3)C(=O)N(CCc3ccc(OC)c(OC)c3)C1=CCC(C)(C)C2	/	/	0.1	10	/	0	19	/	i
N#CC1C(=O)NC(=O)C(C#N)C12CCCc1sccc12 (stereo not drawn)	0	-7	-0.5	-14	-9	-5	6	-3	i
CSCCC(NS(=O)(=O)c1ccc(C)cc1)C(=O)NCCc1c[nH]c2ccccc12 (stereo not drawn)	0	-4	/	-16	-3	-2	8	-4	i
CCCC(=O)Nc1ccc(C(=O)NNC(=S)NC(=O)c2cccs2)cc1	1	-8	2.8	0	0	4	-3	-6	i
CCC(=O)NCCCNc1nc2c(C)cccc2cc1C#N	0	-4	-0.8	2	-3	-2	-9	-4	/
CCc1ccc(Nc2ccc(S(=O)(=O)N3CCOCC3)cc2[N+](=O)[O-])cc1	-2	25	0.2	11	2	1	1	-4	i
Cc1ccc(S(=O)(=O)n2c([N+](=O)[O-])cnc2C)c(C)c1C	-1	-12	0.4	3	3	3	5	-3	i
COc1cccc(NC(=O)CCc2nc(-c3cccs3)no2)c1	7	2	/	2	-8	0	-5	-6	i
CCc1ccc(Nc2ncc3c(n2)CC(c2ccc(OC)cc2)CC3=O)cc1 (stereo not drawn)	0	11	2.0	4	3	-3	-13	-3	i
O=C(O)CCNC(=O)/C(=C/C=C/c1ccccc1)NC(=O)c1ccccc1	0	-10	5.5*	-4	-1	1	-3	-5	i
CCOC(=O)C(C)S(=O)(=O)c1ccc(C(F)(F)F)cn1 (stereo not drawn)	0	-2	0.3	5	11	-3	1	-4	i
Cc1ccc(SCC(=O)NC2CC3CCC(C2)N3C)cc1 (stereo not drawn)	3	-3	-0.7	7	10	-1	-1	-6	i
O=C(c1cc2cc([N+](=O)[O-])ccc2oc1=O)N1CCN(c2ncccn2)CC1	-3	32	-0.6	4	-1	-1	-10	-1	i
O=C(O)COc1ccccc1/C=N/Nc1ccc(S(=O)(=O)Nc2ccc(Cl)cc2)cc1[N+](=O)[O-]	-1	28	3.6	-7	-4	10	18	-2	i
Cc1cc(NC(=O)CSc2nccn2-c2cccc(Cl)c2)no1	0	-2	-0.4	-12	4	4	7	-1	i
CC(C)CC(=O)Nc1ccccc1N1CCN(C(=O)c2ccccc2)CC1	-3	-1	0.6	7	-1	0	3	0	i
CCN(CC)S(=O)(=O)c1ccc(C(=O)NCc2ccc(C)cc2)cc1	5	7	-0.7	-1	-6	3	3	0	i
CCOC(=O)C1=C(C)NC(=O)NC1c1cn(-c2ccccc2)nc1-c1cccs1 (stereo not drawn)	-1	7	0.4	1	-21	5	-6	3	i
COc1ccc2[nH]cc(CCNC(=O)C3CCCCC3)c2c1	-1	0	-0.2	7	-7	1	-7	-1	i
CNC(=O)c1cccnc1Nc1cccc(C(F)(F)F)c1	-2	10	0.0	6	1	-1	-3	-4	i
CCCCCCSc1cccc(-c2nc3ccc(C)cn3c2NCc2ccccc2)c1	-2	26	0.6	1	10	1	1	1	/

Overlap with the part before: three compounds, followed by the next part.
SMILES	Rin1-Abl PPI inh	FAS-TE inh	MsrA inhibitor	SKN-1 inh	E coli Lon inh	MT1-MMP act inh	CendR NRP1 mod	MsrA act	Neddyl block
COc1ccc2[nH]cc(CCNC(=O)C3CCCCC3)c2c1	-1	0	-0.2	7	-7	1	-7	-1	i
CNC(=O)c1cccnc1Nc1cccc(C(F)(F)F)c1	-2	10	0.0	6	1	-1	-3	-4	i
CCCCCCSc1cccc(-c2nc3ccc(C)cn3c2NCc2ccccc2)c1	-2	26	0.6	1	10	1	1	1	/
Cc1cccc(CN2C(=O)CSc3ccc(C(=O)NC4CC4)cc32)c1	-2	-7	1.2	2	7	0	10	1	i
O=C(CSc1nnc(-c2ccccc2)c(-c2ccccc2)n1)Nc1ccc(Br)cn1	-5	35	1.5	-3	-12	-10	3	-3	i
CCOc1ccccc1C(=O)NCC(=O)NCC(c1ccco1)N1CCCCC1 (stereo not drawn)	-2	-4	0.3	-1	8	-1	1	-8	i
O=C(Nc1ccnn1C1CCN(Cc2c[nH]c3ccccc23)CC1)c1ccccc1	1	-3	-0.3	13	-2	-1	0	0	i
CC(C)n1c(=N)c(C(=O)NCCc2ccccc2)cc2c(=O)n3ccccc3nc21	-3	-2	-0.3	4	-2	6	-18	-1	i
CCS(=O)(=O)N1CCCC(C(=O)NCCc2ccc(C)cc2)C1 (stereo not drawn)	-1	2	-1.8	9	-3	2	10	-1	i
CC(=O)N1CCN=C1SCc1cccc(Cl)c1	3	-5	-0.2	6	-2	6	-3	-4	i
COC(=O)C(Cc1ccc(O)cc1)NC(=O)CCc1nc2ccccc2s1 (stereo not drawn)	1	5	1.5	-14	-8	-1	-5	-5	i
CC(C)c1ccc(NC2CCCN(C(=O)c3ccncc3)C2)cc1 (stereo not drawn)	1	0	0.3	-6	3	-3	12	-4	i
Nc1nnn(CC(=O)N/N=C/c2ccncc2)n1	1	-6	0.8	0	-6	-2	1	-12	i
CCCCOC(=O)CSc1nc(N)c(C#N)c(-c2ccc(OCC)cc2)c1C#N	0	-2	-0.7	-1	-3	3	15	-6	i
CCOc1ccccc1NC(=O)Nc1cnccn1	1	-10	-1.6	8	-5	-10	2	-2	i
CCOc1ccc(N(CC(=O)NC2CCCCCC2)S(=O)(=O)c2c(C)noc2C)cc1	0	8	-1.1	-4	3	-1	-9	1	i
COc1ccc(NC(=O)C2Cc3c(-c4cccc(C(N)=O)c4)ccnc3O2)cn1 (stereo not drawn)	-1	-9	-0.6	5	-6	1	4	-3	i
Cc1onc(-c2c(Cl)cccc2Cl)c1C(=O)N=C(N)N1CCOCC1	-4	-2	-1.3	-5	0	-2	6	-7	i
O=C(c1cccs1)N(Cc1cccc(F)c1)C1CCS(=O)(=O)C1 (stereo not drawn)	-1	0	-0.3	2	7	1	15	-2	i
Nc1nc(Nc2ccccc2F)nc(NCc2ccco2)c1[N+](=O)[O-]	0	15	2.1	4	11	-1	1	-5	i
CC(C)COC(=O)c1ccc(NC(=O)C2C3CCC(C3)C2C(=O)O)cc1 (stereo not drawn)	-2	11	0.3	1	-2	4	-2	-7	i
COc1ccccc1NS(=O)(=O)NC(=O)c1c(C)[nH]c2ccccc12	2	-9	-0.2	11	-1	-3	6	-3	i
Cc1sc2ncnc(Nc3ccccc3)c2c1C	-2	8	0.8	28	-7	5	5	-2	i
COc1cc(C(=O)OCC(=O)N2CCCCC2C)ccc1OCc1c(C)noc1C (stereo not drawn)	-1	-5	-0.5	4	-13	3	-4	-1	i
Cc1ccc(O)c(NC(=O)CCC2CCCCC2)c1	2	-2	1.0	-6	3	-1	-1	3	i
O=C(N/N=C\C=C\c1ccc2c(c1)OCO2)C1COc2ccccc2O1 (stereo not drawn)	-3	1	4.8*	-3	2	-1	-6	-11	i
O=C1CC(C(=O)N2CCN(c3ccccc3Cl)CC2)CN1Cc1ccccc1 (stereo not drawn)	1	0	-2.0	5	7	4	-2	-6	i
CCn1cc(C(=O)NC2CC(C)(C)Cc3c2cnn3-c2cccc(F)c2)cn1 (stereo not drawn)	-1	-5	-0.7	10	-7	-3	4	-3	i
CC12CC3CC(C)(C1)CC(C(O)CN1CCOCC1)(C3)C2 (stereo not drawn)	1	-3	0.1	-3	-9	-1	-16	1	i
Cn1nnnc1SC(C(=O)Nc1ccc(F)cc1)c1ccccc1 (stereo not drawn)	1	1	-1.1	5	1	2	4	-3	i
CNc1cncc(-c2cccc(C(=O)NC3CC3)c2)n1	-2	-10	3.1	-10	2	-7	18	-6	/
O=C(C1CCCN(Cc2ccc([N+](=O)[O-])cc2)C1)N1CCCCC1 (stereo not drawn)	0	-1	0.3	0	4	2	16	-1	i
Cc1ccc(OC(=O)N2CCOCC2)cc1	0	-9	-1.3	-19	-6	2	1	-2	i

Grouped by structure: those above containing a furan ring, fused or not
SMILES	Rin1-Abl PPI inh	FAS-TE inh	MsrA inhibitor	SKN-1 inh	E coli Lon inh	MT1-MMP act inh	CendR NRP1 mod	MsrA act	Neddyl block
CCOc1ccccc1C(=O)NCC(=O)NCC(c1ccco1)N1CCCCC1 (stereo not drawn)	-2	-4	0.3	-1	8	-1	1	-8	i
Nc1nc(Nc2ccccc2F)nc(NCc2ccco2)c1[N+](=O)[O-]	0	15	2.1	4	11	-1	1	-5	i

Further records follow:
SMILES	Rin1-Abl PPI inh	FAS-TE inh	MsrA inhibitor	SKN-1 inh	E coli Lon inh	MT1-MMP act inh	CendR NRP1 mod	MsrA act	Neddyl block
COc1ccc(-c2cc(C3CCN(c4ncccc4[N+](=O)[O-])CC3)[nH]n2)cc1	0	26	0.7	9	7	-6	6	-2	i
CSc1nc(-c2ccco2)cc(-c2ccccc2)c1C#N	2	24	0.1	-8	-6	-5	-22	-3	i
Cc1c(NC(=O)c2nn3c(c2Br)NC(c2ccccc2)CC3C(F)(F)F)c(=O)n(-c2ccccc2)n1C (stereo not drawn)	-3	-7	0.0	7	12	-5	1	-5	i
CC(Nc1cc(N2CCOCC2)ccc1[N+](=O)[O-])c1ccccc1 (stereo not drawn)	-5	23	30*	-8	-4	1	-9	-1	i
C/C(=N\Nc1nc(C)cc(-c2ccccc2)n1)c1cccc(N)c1	1	0	0.6	4	0	3	6	-1	i
Cc1ccc([N+](=O)[O-])cc1-c1ccc(/C=N\n2nnnc2N)o1	-1	4	1.1	9	5	5	-14	-1	i
COc1ccc(NC(=O)N(C)C[C@H]2Oc3ccc(NS(=O)(=O)c4ccccc4)cc3C(=O)N([C@H](C)CO)C[C@@H]2C)cc1	2	-6	0.4	-8	10	/	-2	-11	i
COc1ccc(CC(=O)N(CC2CCCO2)c2nc3ccccc3s2)cc1 (stereo not drawn)	2	16	0.4	12	-4	0	6	-5	i
COCCn1c(SCC(=O)N2CCCCC2)nc2c([nH]c3ccccc32)c1=O	3	2	-0.4	5	-3	-2	0	-4	i

Single entries from above.
In Rin1-Abl PPI inh, COc1ccc(NC(=O)N(C)C[C@H]2Oc3ccc(NS(=O)(=O)c4ccccc4)cc3C(=O)N([C@H](C)CO)C[C@@H]2C)cc1 has 2
In MsrA act, COc1ccc(CC(=O)N(CC2CCCO2)c2nc3ccccc3s2)cc1 (stereo not drawn) has -5
